GSK3 alpha inh = human GSK-3 alpha kinase inhibition. P49840. ADP-Glo luminescence, 60 min. inhibition, % at 10 µM. 320,000 compounds, 0.1% hits;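 in the data active = inhibition above about 50%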;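 also: GST-tagged GSK-3 alpha with peptide substrate and 25 µM ATP; 0% = DMSO neutral wells and 100% = GW8510 positive control wells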
HSF1 inhib = HSF1 inhibition; NIH3T3-HGL HSE-luciferase, MG132-induced, luminescence 8 h; stronger effect = lower value; activity change, negative = inhibition, % at 7.5 µM (by protocol); 300,000 compounds, 0.77% hits;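 active = more than half of replicate wells show activity change below -50%, luminescence cut by over half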;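 also: luciferase reports HSF-1 transcriptional activity via heat shock element; 0% = median of DMSO wells and -100% = zero luminescence signal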
Platelet DG rel = modulates dense granule release in human platelets. human platelet-rich plasma, SFLLRN dense granule ATP release, luminescence. inhibition, %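 (compounds screened at 7.5 µM in platelet-rich plasma)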. 300,000 compounds, 0.22% hits. AID 1663;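 active = mean replicate score, as percent of positive control, at or above 50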
DYRK1A inh = Dyrk1A (rat) kinase inhibition. ADP-Glo luminescence, NFATc1 peptide. inhibition, % at 12.5 µM. 310,000 compounds, 0.43% hits; in the data active = inhibition above about 50%;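 also: plate controls were vehicle with enzyme for no effect and no enzyme for full effect; many of its hits are not listed in these tables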
GSK3beta inhib = inhibitors of human GSK3beta kinase | P49841 | GST-GSK3beta kinase, ADP-Glo luminescence, 60 min; stronger effect = lower value | activity score (negative = inhibition), % at 10 µM | 300,000 compounds, 0.038% hits | AID 2097;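 active = more than half of replicate wells score below -50%, meaning over 50% inhibition versus plate controls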;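 also: 0% = median DMSO wells and -100% = median GW8510 positive control wells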
Target sequence (P49841 whole entry, looked up): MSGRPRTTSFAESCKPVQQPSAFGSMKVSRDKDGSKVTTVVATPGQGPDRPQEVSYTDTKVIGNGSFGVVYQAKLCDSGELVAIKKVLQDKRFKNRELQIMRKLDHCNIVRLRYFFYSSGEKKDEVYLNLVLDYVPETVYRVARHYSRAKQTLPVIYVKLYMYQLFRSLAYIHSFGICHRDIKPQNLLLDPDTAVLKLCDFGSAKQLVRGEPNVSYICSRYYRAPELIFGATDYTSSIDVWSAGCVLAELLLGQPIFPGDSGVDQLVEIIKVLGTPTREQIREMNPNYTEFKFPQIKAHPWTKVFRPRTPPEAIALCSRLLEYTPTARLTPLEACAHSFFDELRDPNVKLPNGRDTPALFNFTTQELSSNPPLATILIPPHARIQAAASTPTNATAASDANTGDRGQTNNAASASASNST
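Test system – GST-tagged human GSK3beta kinase, cell-free · Incubation – 60 min enzyme reaction, room temperature · Signal – ADP-Glo luminescence · Also added – peptide substrate and ATP at 25 µM · Controls – DMSO neutral wells and GW8510 at 20 µM as positive · Buffer or medium – Tris/MgCl2 kinase buffer · Measure – Luminescence-derived activity versus plate DMSO and GW8510 wells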
HDAC3 inh = human HDAC3 inhibition. inhibition, % at 8.3 µM. recombinant HDAC3, fluorogenic peptide/trypsin coupled, fluorescence. O15379. 320,000 compounds, 0.15% hits. AID 2718; in the data active = inhibition above about 26%, passing the limit was not always enough
Target sequence (O15379 whole entry, looked up): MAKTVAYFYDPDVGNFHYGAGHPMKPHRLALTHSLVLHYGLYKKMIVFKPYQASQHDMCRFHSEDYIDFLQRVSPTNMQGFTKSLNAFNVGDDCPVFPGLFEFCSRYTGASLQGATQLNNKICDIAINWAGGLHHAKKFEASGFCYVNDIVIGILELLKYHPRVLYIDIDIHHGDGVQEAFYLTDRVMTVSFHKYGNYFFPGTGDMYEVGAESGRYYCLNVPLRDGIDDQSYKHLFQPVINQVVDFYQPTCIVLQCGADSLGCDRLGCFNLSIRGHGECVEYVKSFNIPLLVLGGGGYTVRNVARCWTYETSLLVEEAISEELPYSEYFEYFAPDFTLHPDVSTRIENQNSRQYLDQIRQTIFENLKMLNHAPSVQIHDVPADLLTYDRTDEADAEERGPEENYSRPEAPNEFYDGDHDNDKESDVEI
PolyA inhibitor = inhibitors of polyadenylation in S. cerevisiae. S. cerevisiae SKY197-pL101 polyadenylation reporter, beta-gal luminescence; efflux-impaired pdr1/pdr3 knockout yeast; score 100 = 6 SD above DMSO. calls only at 12 µM. 300,000 compounds, 0.02% hits;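 active = lowest replicate activity score at least 50, where 100 means six control SD above control mean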;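 also: yeast exposed to compound for 9 h at 30 °C; higher score means more reporter readthrough which indicates perturbed polyadenylation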
AI-2 QS mod = Vibrio harveyi AI-2 quorum sensing modulation; Vibrio harveyi JMH597 AI-2 luminescence/OD600 ratio, 9 h; stronger effect = lower value; strain lacks LuxN and CqsS sensors; 0 = neutral-control median; activity change, % at 7.5 µM; AID 2094; 300,000 compounds, 0.4% hits; in the data active = activity change below about -75%, passing the limit was not always enough;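 also: luminescence divided by OD600 gain over 9 h not by final OD600 alone; inactives centre near 13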
HSP90 refold inh = inhibitors of HSP90 luciferase refolding in rabbit reticulocyte lysate. luciferase refolding luminescence, 3 h. inhibition, % at 5.6 µM. 290,000 compounds, 0.91% hits;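 active = inhibition above the screen-wide mean plus 3 SD, computed separately per campaign, cut at about 16% in these data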;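 also: 0% = DMSO wells and 100% = 60 µM geldanamycin wells; inhibitors lower the luminescence because luciferase stays unfolded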
HSF-1 act = increases HSF-1 driven luciferase reporter signal. NIH3T3-HGL HSF-1 luciferase reporter, MG132, 8 h; 100% = twice DMSO control signal. activation, % at 9 µM. 300,000 compounds, 1.7% hits. AID 504408;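 active = mean replicate activation of at least 50% with a set share of replicates each reaching 50%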;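 also: 0% = median of the neutral control wells and 100% = twice that signal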
An asterisk follows results filed as active; i = inactive; nt = no result given. The list is partial, so the mix of outcomes need not match the whole.

SMILES	GSK3 alpha inh	HSF1 inhib	Platelet DG rel	DYRK1A inh	GSK3beta inhib	HDAC3 inh	PolyA inhibitor	AI-2 QS mod	HSP90 refold inh	HSF-1 act
S=c1[nH]nc(-c2cc(-c3ccccc3)n[nH]2)n1/N=C/C=C/c1ccco1	-1.0	-7.2	-5.3	nt	-1.3	16.7	i	51.8	0.1	5.5
COCCNC(=S)Nc1ccc(N2CCCCC2)cc1	-3.3	13.1	-13.2	2.9	0.9	-3.4	nt	-15.0	0.8	39.4
CCOC(=O)c1sc(/S(C)=N\S(=O)(=O)c2cccc(Cl)c2)c2c1CCC=C2 (stereo not given)	1.5	10.4	-3.6	9.9	0.2	-4.4	i	25.4	-4.5	30.0
CCNc1nc(NCC)nc(N/N=C/c2ccc(Br)cc2)n1	-1.4	-1.3	0.3	5.6	0.0	1.8	i	7.7	-1.9	-14.2
C=C1CN(Cc2ccccc2)S(=O)(=O)c2ccccc21	-3.8	2.7	-2.9	10.1	-2.1	-0.7	i	-2.5	nt	-9.5
Brc1ccc(OCc2cn3ccccc3n2)cc1	-0.2	53.0	-7.7	11.8	0.2	-2.9	i	1.2	6.4	83.1*
Nn1c(Cc2cccc3ccccc23)nnc1SCCOc1ccc(Br)cc1	0.2	3.8	-5.1	0.4	1.1	14.7	i	6.7	2.4	10.2
COc1ccccc1Nc1nc(-c2sc(NC(=O)C(C)(C)C)nc2C)cs1	1.0	0.9	0.0	8.3	6.8	9.9	i	8.3	1.6	5.3
CN(c1ccccc1)S(=O)(=O)c1ccc(-c2ccccc2)cc1	-1.6	2.6	1.2	0.4	1.5	3.6	i	19.2	-2.1	2.9
CCNC(=O)COC(=O)c1csc2c1CCCC2	-1.0	-12.4	2.9	0.8	0.9	2.4	nt	12.6	4.2	5.9
CCS(=O)(=O)Nc1cccc(C2=NN(S(=O)(=O)c3ccccc3)C(c3cccs3)C2)c1 (stereo not given)	nt	1.0	12.9	-5.0	-1.0	-4.8	i	19.1	-0.1	20.4
CCC(=O)c1ccc(OCC(O)Cn2nc(C)c(C(C)=O)c2C)cc1 (stereo not given)	0.3	-1.0	3.0	-43.6	0.7	-6.0	i	14.1	3.8	7.9
COc1cccc(CNCC(=O)N2C(C)CCCC2C)c1 (stereo not given)	-0.6	-7.9	3.2	1.0	3.0	-7.3	i	-1.0	-3.7	-1.2
Cn1cnnc1Sc1nc2ccccc2nc1NS(=O)(=O)c1ccccc1	-2.2	3.5	3.3	nt	-0.6	-2.4	i	37.8	2.8	19.0
O=C(Cc1cccs1)N1CCN=C1SCc1ccc(Br)cc1	-0.2	-10.0	-4.5	nt	1.1	7.4	i	10.2	-0.6	-3.1
c1nc(NCC2CCCO2)c2[nH]cnc2n1 (stereo not given)	4.9	0.1	-2.1	6.8	1.8	2.7	i	19.0	0.6	-2.8
N#Cc1ccc2ccn(CC(=O)NC3CCCCC3)c2c1	nt	-2.8	-8.5	-1.3	3.3	-2.7	i	-4.7	-1.2	-1.6
COc1ccc(C2=NOC(Cn3nc(C(=O)NCC4CC4)cc3-c3ccccc3)C2)cc1 (stereo not given)	-2.6	-2.5	-1.7	1.1	4.4	-8.1	i	7.1	nt	10.1
O=C(COC(=O)c1cccc(Cl)c1Cl)NCCN1C(=O)CSC1=O	0.5	-4.5	17.4	-0.7	2.7	-2.1	i	28.4	-0.8	-20.4
Cc1cccc(NC(=O)CN2C(=O)COc3ccc(Cl)cc32)c1	1.0	-2.6	6.4	-3.4	1.1	-6.0	i	1.8	nt	3.0
O=C(c1ccc(F)cc1)N1CCN(c2ccccn2)CC1	1.7	-4.6	0.6	12.2	2.6	3.8	i	1.5	0.2	5.6
CCOc1ccc(-n2nnnc2-c2nc3ccccc3s2)cc1	-0.1	-57.5*	-0.1	4.0	-2.1	-4.2	i	13.7	11.7	-65.4
CC(=O)c1cccc(NC(=O)CN(c2ccc(C)cc2)S(=O)(=O)c2cccc3nonc23)c1	0.5	-2.2	-5.2	0.7	2.8	-0.4	i	0.1	-0.8	-0.2
CC(C)Oc1cccc(C2NC(=O)c3ccccc3O2)c1 (stereo not given)	-2.0	10.3	-0.5	6.9	1.5	1.4	i	10.1	-4.7	25.5
Cc1cc(C)cc(NC(=O)Nc2ccc(S(=O)(=O)Nc3cc(C)on3)cc2)c1	-2.9	-7.7	nt	7.6	0.1	-0.8	i	-18.5	-3.3	-29.4
COc1ccc(Nc2nc(N)c([N+](=O)[O-])c(NCCO)n2)cc1	75.0*	3.5	20.1	nt	-52.8*	18.3	i	16.2	-0.6	8.1
COc1ccc(NC(=O)c2cncc(Br)c2)cc1S(=O)(=O)N1CCCCC1	-0.5	3.9	-7.9	-1.1	-0.4	4.6	i	50.2	1.3	-11.3
COc1cc(NC(=O)c2cccs2)c(OC)cc1NC(=O)c1cccs1	-2.6	-5.4	-1.3	-7.5	0.3	-6.1	i	27.0	-2.1	0.8
O=C(Nc1nnc(SCc2ccccn2)s1)C1CC(=O)N(c2ccc(F)cc2)C1 (stereo not given)	0.7	-3.9	18.5	6.0	-0.1	-0.6	i	23.8	5.4	-2.4
COc1ccccc1CNC(=O)c1csc2c1CCCC2	-3.7	6.4	3.6	-47.9	-1.4	-0.2	i	24.1	-4.8	13.1
COc1ccc(-c2nn(-c3ccccc3)cc2CO)cc1OC	-0.9	0.9	0.4	5.5	-5.4	-27.5	i	35.8	2.2	22.4
Cn1c(=O)c(=O)n(C)c2cc([N+](=O)[O-])c([N+](=O)[O-])cc21	0.3	-0.6	-13.7	nt	1.7	1.2	i	22.0	0.6	2.5
COc1ccc(N2CCN(C(=O)c3sc4nc(-c5ccc(F)cc5)cn4c3C)CC2)cc1	-0.8	-1.6	16.8	3.3	-0.1	2.0	i	20.1	-3.7	16.2
Cc1cc2nn(-c3cccc4ccccc34)nc2cc1N	2.8	2.5	-4.5	-1.1	4.2	-3.6	i	28.4	0.8	-3.1
CCOC(=O)C1=C(N)OC2=C(C(=O)CC(C)(C)C2)C1c1ccc(C)s1 (stereo not given)	-3.8	-1.5	0.0	-3.1	3.5	-1.1	i	10.0	3.4	8.5
COc1ccc(Cc2nnc(SCC(=O)Nc3ccc(C)cc3C)[nH]c2=O)cc1	-2.0	-5.7	-33.0	3.0	4.4	-1.3	nt	16.6	nt	-8.5
CCOC(=O)C(C)Sc1nc2c([nH]c3ccccc32)c(=O)n1C (stereo not given)	3.5	6.5	2.2	1.2	2.6	-5.9	i	13.7	0.8	-3.4
Cc1[nH]c(=S)c(C#N)c(C)c1CC(=O)c1ccc(Br)cc1	-5.8	-2.7	-3.9	-5.1	2.4	0.9	i	12.9	1.6	18.7
O=C(OCc1ccc(Cl)c(Cl)c1)c1cnccn1	-1.1	-3.3	-5.1	-0.2	1.4	0.3	i	9.5	0.9	-1.9
Cc1ccc(CCC(=O)Nc2ccc(CC(=O)O)cc2)o1	-1.2	-8.1	6.6	-3.6	-1.6	1.6	i	12.4	0.7	3.4
N#CC1=C(N)C2=CCCC[C@H]2[C@H](c2ccccc2)C1(C#N)C#N	2.5	-7.5	-26.3	5.8	0.3	-1.1	i	14.3	3.7	-32.2
Cc1ccccc1NC(=O)COc1coc(CN2CCN(Cc3ccccc3)CC2)cc1=O	-1.4	-2.1	5.7	-1.9	0.0	-0.7	i	7.0	nt	28.2
Cc1cccc(C(=O)NCCCNC(=O)c2cccc(C)c2)c1	-3.6	2.5	-4.7	0.5	3.8	0.8	i	3.4	2.2	11.6
O=C(Nc1cnccn1)Nc1ccccc1F	1.0	5.3	11.3	nt	-4.3	12.6	i	18.7	-2.7	5.4
CCc1ccc(OCCCC(=O)Nc2nccs2)cc1	0.3	3.9	2.1	-1.1	2.0	-8.8	i	25.7	-5.5	3.2
COc1cc2[nH]c(=O)n(Cc3ccccc3Cl)c(=O)c2cc1OC	-0.1	1.1	3.9	-0.3	2.7	3.9	i	6.3	-2.1	5.1
O=C(c1ccco1)N1CCN(C(=O)N2CCOCC2)CC1	-5.0	29.9	0.7	-0.9	1.5	1.8	i	1.6	1.8	71.4*
O=C(NNC(=O)c1cccnc1)NC12CC3CC(CC(C3)C1)C2	-0.3	-0.5	11.2	2.7	0.6	0.3	i	14.6	2.4	4.4
CN(CC(=O)Nc1ccc(F)cc1)C(=O)CSc1nncs1	1.7	-5.1	-0.9	-9.3	-0.8	4.6	i	6.5	1.4	-5.8
CCCCSCCCNC(=O)C1CCC(CNS(=O)(=O)c2ccc(NC(C)=O)cc2)CC1 (stereo not given)	1.1	10.4	6.2	1.2	1.3	-2.3	i	4.9	1.3	15.1

A second format for some results above:
COc1ccc(C2=NOC(Cn3nc(C(=O)NCC4CC4)cc3-c3ccccc3)C2)cc1 (stereo not given)
  GSK3 alpha inh: -2.6 | HSF1 inhib: -2.5 | Platelet DG rel: -1.7 | DYRK1A inh: 1.1 | GSK3beta inhib: 4.4 | HDAC3 inh: -8.1 | PolyA inhibitor: i | AI-2 QS mod: 7.1 | HSP90 refold inh: nt | HSF-1 act: 10.1

O=C(COC(=O)c1cccc(Cl)c1Cl)NCCN1C(=O)CSC1=O
  GSK3 alpha inh: 0.5 | HSF1 inhib: -4.5 | Platelet DG rel: 17.4 | DYRK1A inh: -0.7 | GSK3beta inhib: 2.7 | HDAC3 inh: -2.1 | PolyA inhibitor: i | AI-2 QS mod: 28.4 | HSP90 refold inh: -0.8 | HSF-1 act: -20.4

Cc1cccc(NC(=O)CN2C(=O)COc3ccc(Cl)cc32)c1
  GSK3 alpha inh: 1.0 | HSF1 inhib: -2.6 | Platelet DG rel: 6.4 | DYRK1A inh: -3.4 | GSK3beta inhib: 1.1 | HDAC3 inh: -6.0 | PolyA inhibitor: i | AI-2 QS mod: 1.8 | HSP90 refold inh: nt | HSF-1 act: 3.0

New compounds follow.
SMILES	GSK3 alpha inh	HSF1 inhib	Platelet DG rel	DYRK1A inh	GSK3beta inhib	HDAC3 inh	PolyA inhibitor	AI-2 QS mod	HSP90 refold inh	HSF-1 act
Oc1c(C(c2ccccc2)N2CCc3ccccc3C2)sc2ncnn12 (stereo not given)	-1.6	-2.0	0.4	-3.8	1.3	4.5	i	22.7	0.0	-9.1
Cc1cc(N2CCCCC2)nc(N2CCCCC2)n1	-2.7	-4.8	-2.5	1.1	-3.9	2.0	i	3.2	-0.3	-8.6
Cn1nnnc1SCC(=O)N1c2ccccc2Sc2ccc(Cl)cc21	-1.0	nt	nt	0.5	nt	-6.9	nt	nt	1.8	nt
COc1ccc2c(c1)-c1ccccc1S(=O)(=O)N2C(C)=O	-3.0	-0.1	-1.7	19.4	-2.7	-15.1	i	29.5	0.8	-2.8
O=C(NCc1ccco1)c1cc2cc3ccc(Cl)cc3nc2o1	4.4	-0.9	nt	-9.4	1.9	-2.3	i	8.7	0.8	5.4
CCOP(=O)(OCC)c1nc(-c2cccc([N+](=O)[O-])c2)oc1N1CCCCC1	-2.6	5.1	-3.4	3.7	3.3	4.2	i	13.6	1.1	4.8
CCOc1ccc(-c2cn3ccccc3n2)cc1	-1.5	nt	nt	11.8	-7.1	-5.9	nt	7.2	27.4*	nt
c1cn(CC2(Cn3ccnc3)COC2)cn1	-0.3	-2.3	6.0	-7.4	0.9	-1.0	i	3.2	0.7	12.5
CCOC(=O)N1CCN(C(=O)C2CCN(C(=O)c3cc(OC)cc(OC)c3)CC2)CC1	-2.0	-2.6	7.4	2.0	-1.1	-5.3	i	19.0	6.3	4.9
